Compound activity (PubChem BioAssay)
RXFP1 ag: RXFP1 (human) receptor agonism. Q9HBX9. HEK293T-RXFP1 cAMP TR-FRET, 30 min; response scale: percent of porcine relaxin response, buffer zero. Potency, µM (series often up to 57.5 µM), for inactives: at the highest dose activation, hits mostly activators. hit rate 0.3% among 370,000. AID 2676; also: potency is read from the fitted curve at half-maximal effect; % is scaled to controls: 0 for no effect and ±100 for the full control effect; nearly all actives have a fitted effect of over 60% in size; many of its hits are not listed in these tables
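HEK293 cells stably expressing RXFP1, treated 30 min at 37C with compounds plus PDE4 inhibitor Ro 20174; cAMP measured by HTRF TR-FRET. Normalized to buffer and 29 nM porcine relaxin; EC50 by Hill fit.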
D2 PAM: positively modulates the human D2 dopamine receptor allosterically; HEK293 T-REx D2, calcium flux, EC20 dopamine potentiation; hit rate 0.34% among 340,000; potentiation, % at 10 µM; AID 485347;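 active = potentiation over 3 SD above the plate norm, cut at about 30% in these data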; also: 0% is about no effect
Target sequence (P14416 whole entry, looked up): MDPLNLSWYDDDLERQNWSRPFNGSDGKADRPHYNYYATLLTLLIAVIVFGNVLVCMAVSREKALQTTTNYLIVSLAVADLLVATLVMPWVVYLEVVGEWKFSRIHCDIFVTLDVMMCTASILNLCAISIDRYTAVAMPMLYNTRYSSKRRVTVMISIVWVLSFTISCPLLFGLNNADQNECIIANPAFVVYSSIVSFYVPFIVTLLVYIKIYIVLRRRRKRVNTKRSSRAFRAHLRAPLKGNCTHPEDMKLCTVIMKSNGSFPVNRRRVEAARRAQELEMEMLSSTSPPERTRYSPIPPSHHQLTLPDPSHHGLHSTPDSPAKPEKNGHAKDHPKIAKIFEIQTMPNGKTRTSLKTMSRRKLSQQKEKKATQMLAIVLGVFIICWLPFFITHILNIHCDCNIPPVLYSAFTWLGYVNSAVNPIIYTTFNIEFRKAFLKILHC
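Cells plated with tetracycline inducer and held overnight at 30 C; calcium dye loaded 30–90 min at room temperature; baseline taken, compound added and read 180 s; EC20 dopamine then added and read 180 s.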
TRHR enhancer: allosterically enhances the human TRH receptor | P34981 | TRHR cells, fluo-8 calcium fluorescence, EC20 TRH enhancement | enhancement, % at 2 µM | hit rate 0.66% among 360,000 | AID 493056; in the data active = enhancement above about 30%; also: 0% is about no effect
Target sequence (P34981 whole entry, looked up): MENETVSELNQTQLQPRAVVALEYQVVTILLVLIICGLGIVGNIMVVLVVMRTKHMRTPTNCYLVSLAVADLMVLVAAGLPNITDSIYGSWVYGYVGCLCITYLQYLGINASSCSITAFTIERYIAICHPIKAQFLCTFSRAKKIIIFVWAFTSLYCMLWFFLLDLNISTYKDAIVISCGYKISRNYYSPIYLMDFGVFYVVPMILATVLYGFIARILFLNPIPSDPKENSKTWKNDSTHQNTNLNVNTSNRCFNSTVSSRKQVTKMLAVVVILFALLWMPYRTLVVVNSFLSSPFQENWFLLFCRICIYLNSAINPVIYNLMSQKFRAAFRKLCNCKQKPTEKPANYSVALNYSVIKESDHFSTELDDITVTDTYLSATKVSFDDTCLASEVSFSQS
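Enhancer read-out: after compound pinning and an initial kinetic agonist-mode read, an EC20 of TRH (10 nM final) was injected and fluo-8 calcium signal (Ex 480/Em 530) followed at 1 s/cycle for 100 cycles in TRHR-expressing cells.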
D1 antagonist: blocks dopamine activation of the human D1 receptor; HEK293 TREx D1 cells, calcium flux, dopamine EC80; active compounds read low; activity change, negative = inhibition, % at 10 µM; hit rate 3.2% among 360,000; AID 504652; in the data active = activity change below about -30%; also: % is scaled to controls: 0 for no effect and ±100 for the full control effect
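Cells carrying a force-coupled, tetracycline-inducible human D1 receptor report calcium flux. Each well gets a 10 s baseline, compound with 180 s monitoring, then an EC80 dopamine stimulus with a second 180 s kinetic read.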
D1 potentiator: potentiators of human D1 dopamine receptor; HEK293 TREx D1 cells, calcium flux, dopamine EC20 potentiation; AID 504651; potentiation, % at 10 µM; hit rate 0.036% among 360,000; P21728; in the data active = potentiation above about 30%; also: 0% is about no effect
D1 ag: agonists of human D1 dopamine receptor | activation, % at 2 µM | P21728 | HEK293 T-REx D1 cells, calcium flux, agonist mode | hit rate 1% among 360,000; in the data active = activation above about 30%; also: 0% is about no effect
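Tetracycline-induced HEK293 TREx D1 cells, force-coupled to calcium signalling, were dye-loaded with a no-wash calcium kit. Compound was pin-added after a 10 s baseline. Fluorescence was read kinetically at 1 cycle/s for 180 s, with calcium rises flagged as agonism.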
Anesthetic bind: candidate novel general anesthetic via apoferritin binding; P02791; apoferritin/1-aminoanthracene competitive binding, fluorescence; hit rate 0.074% among 350,000; Potency, µM (doses to about 77.5 µM), for inactives: at the top dose activity change, negative = displacement, actives largely listed as inhibitors; AID 485281; also: potency is read from the fitted curve at half-maximal effect; % is scaled to controls: 0 for no effect and ±100 for the full control effect; nearly all actives have a fitted effect of over 20% in size
Target sequence (P02791 2-175 limits assumed): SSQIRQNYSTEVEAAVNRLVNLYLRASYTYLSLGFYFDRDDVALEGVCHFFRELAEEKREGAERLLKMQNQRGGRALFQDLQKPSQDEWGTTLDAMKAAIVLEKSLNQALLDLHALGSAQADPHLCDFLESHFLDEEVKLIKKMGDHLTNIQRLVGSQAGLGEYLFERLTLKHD
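Horse-spleen apoferritin (10 uM) in 50% saturated 1-aminoanthracene in PBS was incubated 10 min at room temperature with compound. Fluorescence (ex 380, em 535 nm) was normalized to free and bound 1-AMA, with concentration-response fitted by a four-parameter Hill equation.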
TRHR ag: TRH receptor (human) agonism | P34981 | TRHR cells, calcium flux fluo-8, FDSS agonist mode | hit rate 0.18% among 360,000 | activation, % at 2 µM; in the data active = activation above about 30%; also: 0% is about no effect
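In this calcium-flux screen, cells bearing human TRHR are dye-loaded with fluo-8, baselined for 10 cycles, then exposed to library compounds; positive kinetic calcium responses during the agonist phase mark hits, with TRH as control.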
RXFP1 antagonist: antagonists of human relaxin receptor RXFP1 | Q9HBX9 | HEK293-RXFP1, relaxin-stimulated cAMP HTRF, 30 min; active compounds read low | activity change, negative = inhibition, % at 57.5 µM | hit rate 0.59% among 350,000 | AID 1259400;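 active = activity change of -60% or lower, but not beyond a set lower limit; inconclusive = change between -60% and -40%, or beyond the set limit; inactive = change above -40%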; also: % is scaled to controls: 0 for no effect and ±100 for the full control effect
* hit, by the source's call; ? = inconclusive; . = not tested or not shown; & = joins results of further samples. Unless noted, calls follow the shape of the dose curve; as a rule, active = well fitted curve in the direction sought with a large enough effect; inconclusive = small, poorly fitted or top-dose-only effect, or another doubt; inactive = no such curve, though single readings can be large; an effect the other way counts as inactive or inconclusive. Some of the compounds tested. The share of hits here may be higher or lower than overall.

SMILES	RXFP1 ag	D2 PAM	TRHR enhancer	D1 antagonist	D1 potentiator	D1 ag	Anesthetic bind	TRHR ag	RXFP1 antagonist
Cc1onc(C(=O)Nc2ccc3c(c2)OCO3)c1[N+](=O)[O-]	0.3%	1	-3	5	-1	3	-5%	0.2	-8
Cc1ccc(C(=O)/C=C\Nc2ccc(C)c(C)c2)cc1	0.7%	-9	-9	18	-1	0	-8%	-0.2	-17
O=C(C[n+]1ccncc1)c1ccccc1	-0.7%	5	-1	4	-1	2	-10%	0.3	9
O=C(Nc1ccc(S(=O)(=O)Nc2ncccn2)cc1)c1ccc(F)c(S(=O)(=O)N2CCOCC2)c1	3.9%	16	-2	21	3	4	2%	0.5	9
O=C(Cc1ccc([N+](=O)[O-])cc1)N/N=C/c1ccccc1F	0.7%	-7	-6	-7	-4	5	-11%	0.2	1
COc1cccc(-c2nc(-c3ccc(NC(=O)c4cccs4)cc3)no2)c1	1.1%	.	8	-2	-2	3	-14%	0.4	-11
CC(C)c1ccccc1NC(=S)N1CCN(Cc2ccc3c(c2)OCO3)CC1	-0.9%	-23	-2	.	-5	1	-12%	0.9	-9
OCCn1c(SCCOc2ccccc2F)nc2ccccc21	0.8%	1	-2	-5	0	6	1%	0.8	-3
Cc1ccc(-c2ccc(CCC(=O)O)n2-c2cccc(O)c2)cc1	4.0%&2.5%	17&-9	9&-1	-1	0&-2	2&-2	?	1.8&0.7	-17&-8
CCOC(=O)c1nc(NNC(=O)c2ccc([N+](=O)[O-])cc2)sc1C	2.6%	10	-3	-5	-6	3	-20%	-0.5	6
COc1cccc(NC(=O)CN(C)C(=O)c2cccnc2Sc2ccc(C)c(C)c2)c1	-0.1%	7	-4	-7	-2	-2	.	-1.8	-6
CCOC(=O)[C@H]1[C@H]2COc3ccccc3[C@@H]2N2C(=O)c3ccc(C)cc3NC(=O)[C@@]12C	-2.2%	3	-4	10	-3	0	.	-0.4	.
C/C(=N\NC(=O)c1ccco1)c1cccc2ccccc12	-3.5%	2	-17	-11	-2	0	-3%	-0.5	-17
CCn1c(=N)n(CC(=O)c2ccc(Cl)c(Cl)c2)c2ccccc21	-0.8%	-4	-3	3	5	4	5%	-0.2	-39
Cc1cc(C)cc(NC(=O)CN(C)CC(=O)N(CC(C)C)c2c(N)n(CC(C)C)c(=O)[nH]c2=O)c1	2.2%	3	-2	-5	0	1	.	0.0	2
Cc1ccccc1NC(=O)Cc1cccs1	-3.3%	-9	-9	-13	-4	1	-17%	-0.5	0
COc1cc2c(cc1OC)C(c1cccc(Cl)c1Cl)CC(=O)N2 (configuration not stated)	0.1%	-2	1	-3	-4	1	-8%	0.0	-8
CCOCCCN(C)C1CCN(C(=O)c2oc3ccccc3c2NC(=O)Cc2ccc(F)cc2)CC1	2.1%	-21	11	1	-5	0	4%	0.0	32
COCCCNC(=S)N(Cc1ccccc1)Cc1nc2ccccc2c(=O)[nH]1	2.2%	-8	-2	14	-7	1	-8%	-0.1	-3
C=CCn1c(NCc2ccc(OC)cc2)nc2ccccc21	3.4%	-8	17	12	-2	3	-5%	-0.7	11
O=C(c1cc(F)ccc1F)C1CCCN(C(=O)c2ccco2)C1 (configuration not stated)	0.2%	9	17	23	-2	1	-21%	-2.0	-14
O=C(CNCCc1ccccc1)Nc1ccc(C(=O)N2CCCCC2)cc1	3.4%	.	0	21	-9	9	-1%	0.5	1
C=CCn1c(SCn2nnc3ccccc3c2=O)nc2scc(-c3cccs3)c2c1=O	-0.1%	13	6	5	-5	3	-13%	-0.5	-10
CC1CCCC(C)N1C(=O)COc1ccc([N+](=O)[O-])cc1Cl (configuration not stated)	3.1%	19	-20	-2	-2	3	?	-0.3	-1
Cc1cc(NC(=O)CSCC(=O)Nc2cc(C(F)(F)F)ccc2N2CCOCC2)no1	-0.1%	7	-10	-13	0	0	.	0.1	-16
(cont.)
SMILES	RXFP1 ag	D2 PAM	TRHR enhancer	D1 antagonist	D1 potentiator	D1 ag	Anesthetic bind	TRHR ag	RXFP1 antagonist
COC(=O)c1sccc1NC(=O)Nc1ccc(F)cc1F	-1.8%	-3	-3	-22	1	3	-3%	-0.8	-5
Cc1cc(NC(=O)COC(=O)C2CCC(=O)N2)c([N+](=O)[O-])cc1C (configuration not stated)	2.2%	9	-3	-7	-3	2	-11%	-0.6	-1
Cc1ccc(NC(=O)C2CCN(S(C)(=O)=O)CC2)cc1	3.1%	3	4	-18	0	1	-8%	0.4	-15
CCCCNS(=O)(=O)c1ccc2nc(-c3cccnc3)cc(C(=O)NC(C)C)c2c1	5.1%&8.3%	1&-4	1&19	4&6	3&-3	-1&-1	-8%&2%	-0.7&-0.9	-9
COc1ccc(C(=O)N/C(=C\c2ccc(Cl)cc2)C(=O)NCC2CCCO2)cc1 (configuration not stated)	1.2%	8	-1	1	-13	5	-20%	-0.5	-13
CC(=O)Nc1ccc(S(=O)(=O)Nc2cccc(-c3ccc(N4CCCCCC4)nn3)c2)cc1	3.0%	-2	-3	-12	-2	8	-11%	0.0	-11
COc1ccc(NC(=O)CN(C)C(=O)c2cc3c(s2)CCCCC3)cc1	4.1%	-3	5	1	-7	0	?	-0.8	-12
CCCCN(C(=O)C1=COCCO1)c1c(N)n(CCC)c(=O)[nH]c1=O	2.3%	-11	2	-5	0	2	.	1.2	-8
CCc1ccc(NC(=O)c2ccc(F)c(S(=O)(=O)N3CCc4ccccc4C3)c2)cc1	1.4%	-18	-6	-15	-2	1	4%	0.8	-15
COc1ccc([N+](=O)[O-])cc1NC(=O)C1CCCCC1C(=O)O (configuration not stated)	2.4%	4	13	-13	-2	6	-5%	0.2	.
Cn1c(CS(=O)Cc2c(Cl)cccc2Cl)nnc1SCc1c(Cl)cccc1Cl (configuration not stated)	-0.4%	-1	-2	4	2	6	1%	0.7	14
CC(NS(=O)(=O)c1ccc([N+](=O)[O-])cc1)C(c1cccs1)N1CCOCC1 (configuration not stated)	2.8%	-2	0	-9	-2	4	-12%	0.3	-6
CC(NC(=O)C12CC3CC(C1)CC(n1cncn1)(C3)C2)C12CC3CC(CC(C3)C1)C2 (configuration not stated)	1.1%	2	3	24	14	1	-17%	-0.4	-29
Cc1ccc(Cn2nc3c4cc(F)ccc4n(Cc4ccc(F)cc4)cc-3c2=O)cc1	3.6%	-8	0	-11	-4	1	-7%	-0.1	2
CCCNC(=O)C1CCC(Cn2c(=O)c3sccc3n(CC(=O)N3CCC(C)CC3)c2=O)CC1 (configuration not stated)	0.2%	4	9	-3	1	0	-4%	0.2	-2
COc1ccc(NC(=O)C(=O)NCC2(c3ccc(OC)c(OC)c3)CCCC2)cc1	0.0%	.	-4	-16	-3	2	-8%	0.8	-16
O=C(CSc1nc2ccccc2[nH]1)NCC1CCCO1 (configuration not stated)	-0.7%	9	18	-17	5	13	3%	1.1	12
CC(C)CCNC(=O)C(c1ccc(O)cc1)N(C(=O)C1COc2ccccc2O1)c1cccc(O)c1 (configuration not stated)	-1.7%	-2	10	-5	-3	4	-18%	-1.0	2
CCN(CC(=O)Nc1ccc2c(c1)OCCO2)C(=O)CC(NC(C)=O)c1ccccc1 (configuration not stated)	-1.2%	5	-2	9	-7	-1	.	-0.1	1
CCOc1ncccc1C(=O)Nc1ncc(C)s1	4.5%	8	-5	-17	0	0	-10%	0.0	-12
CN(C(=O)c1cccc(S(=O)(=O)N2CCCCC2)c1)C1CCS(=O)(=O)C1 (configuration not stated)	0.3%	8	-6	-3	-8	1	.	0.0	4
CN1CCN(c2oc(-c3ccco3)nc2S(=O)(=O)c2ccccc2)CC1	-2.4%	-14	0	-11	-6	1	-7%	0.8	-1
CC(=O)Oc1ccc(/C=C(\NC(=O)c2ccco2)C(=O)NCc2ccccc2)cc1	-0.4%	-2	4	2	0	3	1%	0.1	7
Cc1ccc(C)c(NC(=O)C2CCCN(c3nc4ccccc4s3)C2)c1 (configuration not stated)	1.0%	0	-1	4	3	0	0%	-1.5	-8
CCOC(=O)c1c(-c2ccc(OC)c(OC)c2)csc1NC(=O)c1ccc(F)cc1	-0.2%	3	2	6	-4	1	-2%	0.1	.

Three of the entries above in order of their number in TRHR ag, largest number first.
canonical_smiles | D2 PAM | TRHR enhancer | D1 antagonist | D1 potentiator | D1 ag | TRHR ag | RXFP1 antagonist
CCCCN(C(=O)C1=COCCO1)c1c(N)n(CCC)c(=O)[nH]c1=O | -11 | 2 | -5 | 0 | 2 | 1.2 | -8
C/C(=N\NC(=O)c1ccco1)c1cccc2ccccc12 | 2 | -17 | -11 | -2 | 0 | -0.5 | -17
CC(C)CCNC(=O)C(c1ccc(O)cc1)N(C(=O)C1COc2ccccc2O1)c1cccc(O)c1 (configuration not stated) | -2 | 10 | -5 | -3 | 4 | -1.0 | 2

More records follow.
SMILES	RXFP1 ag	D2 PAM	TRHR enhancer	D1 antagonist	D1 potentiator	D1 ag	Anesthetic bind	TRHR ag	RXFP1 antagonist
Cc1occc1C(=O)N=Nc1c(O)n(C)c2ccccc12	0.3%	-1	0	27	-2	0	-2%	-0.5	-10
NC(=S)N=Nc1c(O)n(C2OC(=O)c3ccccc32)c2ccccc12 (configuration not stated)	-0.3%	10	8	6	-4	1	-8%	-0.2	.
NNC(=O)c1[nH]c2ccc([N+](=O)[O-])cc2c1-c1ccccc1	-0.6%	8	4	-7	2	1	-2%	1.6	4
Cc1cccc(C2c3[nH]c4ccccc4c3CCN2C(=O)c2ccc(=O)[nH]c2)n1 (configuration not stated)	-0.2%	5	-5	4	0	3	-8%	-2.3	0
c1ccc(CN(Cc2cccs2)C(c2cccs2)c2nnnn2C2CCCC2)cc1 (configuration not stated)	0.4%	.	0	10	-3	0	-8%	0.0	1
C/C(=N\Nc1nc2ccccc2[nH]1)c1ccc(N2CCOCC2)cc1	0.0%	-2	-5	-7	-5	0	-3%	0.0	-21
Cc1cc2c(s1)c1cnn(Cc3cc(F)c(Cl)cc3Cl)c(=O)c1n2C	.	.	-7	4	-1	0	.	0.2	.
COc1ccc(CNS(=O)(=O)c2cc(C(=O)Nc3cc(Cl)cc(Cl)c3)ccc2F)cc1	3.9%	5	4	4	0	5	3%	0.1	-12
CCOc1ccccc1C1C(C#N)=C(N)Nc2onc(-c3ccccc3)c21 (configuration not stated)	2.1%	5	8	5	-5	1	-22%	-0.1	-9
